TbPYK inhibitor: T. brucei pyruvate kinase inhibition; TbPYK enzyme, Kinase-Glo Plus ATP luminescence, 45 min; Potency, µM (top dose mostly 76.8 µM), for the others: top-dose activity, negative = inhibition, most hits filed as inhibitors; 0.12% of 410,000 active; AID 624173; also: potency is read from the fitted curve at half-maximal effect; nearly all actives have a fitted effect of over 50% in size
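In this concentration-response screen, enzyme-free wells defined baseline while DMSO plates tracked drift. Each reaction combined TbPYK, substrate, compound and 130 uM ADP for 45 min at room temperature. Kinase-Glo Plus luminescence gave the signal.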
LmPK inhibitor: blocks Leishmania mexicana pyruvate kinase activity; Q27686; purified LmPK, Kinase-Glo ATP luminescence, 1 h; Potency, µM (top dose mostly 57.5 µM), inactives show at the top dose activity change, negative = inhibition, hits mostly inhibitors; 0.37% of 290,000 active; also: potency is read from the fitted curve at half-maximal effect
Target sequence (Q27686 whole entry, looked up): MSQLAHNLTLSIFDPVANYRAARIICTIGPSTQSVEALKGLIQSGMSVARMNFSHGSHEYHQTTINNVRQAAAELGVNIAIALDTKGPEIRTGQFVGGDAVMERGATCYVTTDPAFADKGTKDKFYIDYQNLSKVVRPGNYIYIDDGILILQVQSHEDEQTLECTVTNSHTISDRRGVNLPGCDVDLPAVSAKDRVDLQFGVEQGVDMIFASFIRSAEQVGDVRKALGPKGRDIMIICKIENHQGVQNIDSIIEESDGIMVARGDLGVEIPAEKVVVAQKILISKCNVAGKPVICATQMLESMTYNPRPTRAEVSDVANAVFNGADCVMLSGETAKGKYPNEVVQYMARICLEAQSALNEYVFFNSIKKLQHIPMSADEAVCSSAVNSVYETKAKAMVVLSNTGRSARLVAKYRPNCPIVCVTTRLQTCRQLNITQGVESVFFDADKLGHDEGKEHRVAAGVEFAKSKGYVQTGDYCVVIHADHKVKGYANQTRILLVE
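qHTS format; LmPK 0.1 nM; substrates PEP 0.5 mM and ADP 0.1 mM. One-hour room-temperature incubation, then coupled luciferase luminescence; 0.5 nM enzyme wells mark activation.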
HCMV inh: inhibitors of human cytomegalovirus; AID 1259415; HFF cells, HCMV-luciferase reporter, 72 h; hits give low values; 4.5% of 410,000 active; activity change, negative = inhibition, % at 57.5 µM; in the data active = activity change below about -60%; inconclusive = no clear call, values can overlap the other calls; inactive = above about -39%
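Two compound doses tested in HFFs infected with HCMV-luciferase, MOI 1 PFU/cell, 72 h at 37C. Lysate luminescence read with OneGlo; data normalized against buffer-only and 10uM Salinomycin inhibitor controls.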
AmpC detergent: blocks E. coli AmpC beta-lactamase in detergent assay. AmpC hydrolysis of nitrocefin, absorbance 480 nm, 0.01% Triton. 0.041% of 370,000 active. Potency, µM (highest dose often 114 µM), for the others: at the highest dose activity change, negative = inhibition, usual class: inhibitors;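 also: potency is read from the fitted curve at half-maximal effect; 0% = no-compound wells and -100% = no-enzyme wells; nearly all actives have a fitted effect of over 25% in size; some results filed as inactive show a strong effect at the top dose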
Target sequence (P00811 whole entry, looked up): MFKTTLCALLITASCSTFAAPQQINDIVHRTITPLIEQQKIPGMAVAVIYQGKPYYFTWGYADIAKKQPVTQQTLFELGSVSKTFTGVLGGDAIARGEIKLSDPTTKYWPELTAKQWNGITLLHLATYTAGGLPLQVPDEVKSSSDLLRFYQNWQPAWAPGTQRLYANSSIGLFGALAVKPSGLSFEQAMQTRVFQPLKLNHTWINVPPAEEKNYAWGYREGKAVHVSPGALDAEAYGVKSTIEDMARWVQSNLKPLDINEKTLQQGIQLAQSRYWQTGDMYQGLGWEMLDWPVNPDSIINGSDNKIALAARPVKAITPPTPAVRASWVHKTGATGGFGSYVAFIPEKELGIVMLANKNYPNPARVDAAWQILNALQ
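20 mM phosphate pH 7.0 + 0.01% (detergent screen) or 0.0001% Triton X-100; 5.3 nM AmpC reagent; cpd preinc 15 min RT; nitrocefin (800 uM stock) to start; A480 q20 s × 4 min; Activity was normalised to no-enzyme and no-compound control wells.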
AmpC no deterg: AmpC beta-lactamase inhibition without detergent | P00811 | AmpC nitrocefin hydrolysis, absorbance 480 nm, 0.0001% Triton | Potency, µM (series often up to 57.1 µM), for the others: top-dose activity change, negative = inhibition, most hits filed as inhibitors | 0.52% of 330,000 active;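 also: potency is read from the fitted curve at half-maximal effect; plate controls were no compound for no effect and no enzyme for full effect; nearly all actives have a fitted effect of over 20% in size; some results filed as inactive show a strong effect at the top dose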
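AmpC (5.3 nM in the dispensed reagent) in 20 mM phosphate pH 7.0 with 0.01% (detergent screen) or 0.0001% Triton X-100 was preincubated with compounds for 15 min at room temperature. Nitrocefin was then added from an 800 uM solution, and hydrolysis was followed at 480 nm.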
AMA1 RON2 block: AMA1-RON2 (P. falciparum) interaction inhibition | AlphaScreen AMA1-biotinylated RON2 peptide binding | Potency, µM (highest dose often 58.2 µM), inactives show top-dose activity change, negative = inhibition, most hits filed as inhibitors | 0.2% of 360,000 active | AID 720542;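 also: potency is read from the fitted curve at half-maximal effect; 0% = vehicle wells and -100% = peptide control; nearly all actives have a fitted effect of over 45% in size; some results filed as inactive show a strong effect at the top dose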
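AMA1 (3D7) with his tag at 25 nM final met compounds first, then biotinylated RON2 peptide at 25 nM; detection used donor plus acceptor beads, 10 µg/mL apiece, read by AlphaScreen after 30 min at room temperature.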
Sm TGR inh: S. mansoni TGR enzyme inhibition | Potency, µM (highest dose often 114 µM), for inactives: at the top dose activity change, negative = inhibition, hits mostly inhibitors | Q962Y6 | AID 485364 | purified TGR, DTNB reduction, TNB absorbance 405 nm | 3% of 360,000 active; also: potency is read from the fitted curve at half-maximal effect; nearly all actives have a fitted effect of over 60% in size
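Kinetic colorimetric format: TGR-catalysed, NADPH-driven DTNB reduction monitored via TNB absorbance. Enzyme dispensed at 20 nM; compound exposure 15 min at room temperature before reaction start.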
* = called active by the depositor; ? = inconclusive; . = no result given; & = joins results of further samples; [ ] = remark or other dose. Unless noted, calls follow the shape of the dose curve; as a rule, active = well fitted curve in the direction sought with a large enough effect; inconclusive = small, poorly fitted or top-dose-only effect, or another doubt; inactive = no such curve, though single readings can be large; an effect the other way counts as inactive or inconclusive. Unless noted, % is scaled to controls: 0 for no effect and ±100 for the full control effect. Hits appear at their usual frequency, and some 7.4% of all compounds hit somewhere here.

SMILES | TbPYK inhibitor | LmPK inhibitor | HCMV inh | AmpC detergent | AmpC no deterg | AMA1 RON2 block | Sm TGR inh
O=C(O)CCN1C(=O)C2CCCCC2C1=O (stereo not given) | -17.4% | -6.5% | -7.0 | ? | -13.0% | 2.1% | -20.7%
O=C(COc1ccccc1)N1CCN(S(=O)(=O)c2ccc(Br)cc2)CC1 | -6.6% | -8.1% | 24.8 | ? | 17.6% | -8.7% | -7.8%
O=C(CCN1C(=O)C2C3C=CC(C3)C2C1=O)NCCc1ccccc1Cl (stereo not given) | -5.5% | -2.6% | 3.6 | ? | -2.4% | 7.4% | -4.4%
O=C(CCCN1C(=O)/C(=C\c2cccs2)SC1=S)NNC(=O)c1ccncc1 | 1.6% | 4.5% | -60.7* | -1.7% | -13.9% | 46.7%[activator] | 9.2%
CCC(C)N(C(=O)CSc1nnc(-c2ccco2)n1C)C1CCS(=O)(=O)C1 (stereo not given) | 2.5% | . | -26.3 | -4.2% | -11.3% | 2.4% | -23.9%
Cc1ccc(-n2c3nc(=O)[nH]c(=O)c-3cc3c(C)nn(-c4ccccc4)c32)cc1C | 3.7% | . | -5.8 | 3.5% | . | . | -13.4%
Cn1c(=O)c2c(nc(Cl)n2CC(=O)N2CCCCC2)n(C)c1=O | -2.7% | 6.6% | 35.9 | 8.3% | -8.0% | 0.8% | 7.0%
O=C(Cc1cccc(C(F)(F)F)c1)Nc1ccccc1N1CCCC1 | 2.6% | -4.2% | -13.1 | 3.9% | 0.6% | -18.1% | -14.9%
Cc1ccc(S(=O)(=O)Nc2nnc(C(C)(C)C)s2)cc1 | -16.2% | -1.0% | -3.2 | -22.9% | -21.9% | -10.2% | -2.4%
Cc1ccccc1OCCCC(=O)NCc1ccco1 | 2.6% | 4.3% | 30.0 | -6.0% | -13.9% | 11.4% | -34.6%
COc1ccc(C(=O)Nc2ccc(-c3n[nH]c(=S)o3)cc2)cc1 | ? | -7.6% | 52.3 | -9.8% | -21.6% | 78.1%[activator] | -15.5%
C=C(C(=O)Nc1ccccc1)c1ccc(C)cc1 | -2.5% | . | -9.8 | -6.2% | -18.8% | 9.2% | -0.6%
C[C@@H]1CN([C@H](C)CO)C(=O)c2cc(Br)cnc2O[C@H]1CN(C)C | 5.4% | . | -6.8 | . | . | 6.8% | .
O=S(=O)(c1ccccc1)N1CCC(Oc2ccc(-n3cnnn3)cc2)CC1 | 0.4% | 5.4% | -25.4 | -9.7% | -6.3% | -3.3% | -7.4%
CCOC(=O)[C@]12CCC=C1N(Cc1ccccc1)C(=O)[C@H](CC(=O)NCC13CC4CC(CC(C4)C1)C3)C2 | 1.1% | . | 12.5 | . | . | -8.0% | .
Cc1cc2c(C)nc(N/N=C/c3ccc([N+](=O)[O-])cc3)nc2o1 | -5.4% | 0.4% | ? | 4.6% | -11.9% | -8.6% | -14.2%
COc1ccc(C2CC(C(F)(F)F)n3nc(C(=O)Nc4c(C)n(C)n(-c5ccccc5)c4=O)c(Cl)c3N2)cc1 (stereo not given) | . | -3.7% | . | -0.4% | 130.1%[activator] | . | 0.2%
CCc1ccc(CNC(=O)CSc2c3c(nc4ccc(Cl)cc24)CCCC3)cc1 | -3.5% | . | -35.1 | -0.6% | . | . | 3.5%
C=CCn1c(Cc2ccc(OC(C)C)c(Cl)c2)nnc1SCC(N)=O | -9.2% | 3.3% | -14.6 | -5.7% | 29.5% | 5.6% | -1.3%
COCCCNC(=O)c1cc2cc3cc(OC)ccc3nc2o1 | -1.3% | -0.7% | 8.4 | 1.8% | -6.0% | 5.6% | -1.0%
CCCN(CCC)CC(O)CN(c1ccccc1)S(=O)(=O)c1ccc(C)cc1 (stereo not given) | -8.3% | 8.8% | -27.6 | -11.0% | -10.5% | 1.2% | -28.9%
O=C(CN1CCCCC1)Nc1ccc(N2CCCCCC2)cc1 | -1.8% | -10.4% | -27.3 | 2.2% | 14.4% | ? | 3.0%[57.1 µM]
O=C(Nc1ccc2oc(-c3cccnc3)nc2c1)c1ccc(-c2ccccc2)o1 | 1.9% | . | -72.7* | -7.6% | . | . | 35.5µM*
O=C(Cc1ccccc1)NCC(=O)N1CCC2(CC1)NCCc1[nH]cnc12 | 7.1% | 5.7% | -27.8 | -2.2% | -12.6% | -6.8% | 0.6%
CC1CCN(C(=O)COC(=O)Cn2cnc3c2c(=O)n(C)c(=O)n3C)CC1 | 2.0% | . | -0.5 | -7.6% | -14.3% | 9.4% | 4.9%
Cc1c(Cl)cccc1NC(=S)N1CC2CC(C1)c1cccc(=O)n1C2 (stereo not given) | -5.3% | -1.2% | 68.0 | -10.2% | -16.1% | 6.9% | -0.7%
O=S(=O)(c1ccc(Cl)cc1)N1CCCN(c2nc3ccc(Cl)cc3s2)CC1 | -2.9% | 3.7% | 90.0 | -7.3% | 94.8%[activator] | -5.7% | 5.3%
Cc1cc(NC(=S)NC(=O)CC(C)C)ccc1Br | -6.8% | 5.9% | 55.8 | -13.7% | -33.3% | 9.1% | -13.9%
COc1ccc(N(CC(=O)Nc2ccc(S(=O)(=O)N3CCCCC3)cc2)S(C)(=O)=O)cc1OC | 7.3% | -2.8% | 67.5 | -2.4% | 21.8% | ? | 1.9%
CCCCCCCCC(=O)N/N=C(\C)c1ccc(O)cc1O | -5.7% | 3.7% | -39.8 | 2.1% | -42.5% | 61.7%[activator] | 18.1%

Compound profiles, as listed above. Screens in order: TbPYK inhibitor	LmPK inhibitor	HCMV inh	AmpC detergent	AmpC no deterg	AMA1 RON2 block	Sm TGR inh
CC1CCN(C(=O)COC(=O)Cn2cnc3c2c(=O)n(C)c(=O)n3C)CC1 is listed as 2.0%	.	-0.5	-7.6%	-14.3%	9.4%	4.9%
O=C(CN1CCCCC1)Nc1ccc(N2CCCCCC2)cc1 is listed as -1.8%	-10.4%	-27.3	2.2%	14.4%	?	3.0%[57.1 µM]
COc1ccc(N(CC(=O)Nc2ccc(S(=O)(=O)N3CCCCC3)cc2)S(C)(=O)=O)cc1OC is listed as 7.3%	-2.8%	67.5	-2.4%	21.8%	?	1.9%
O=C(Nc1ccc2oc(-c3cccnc3)nc2c1)c1ccc(-c2ccccc2)o1 is listed as 1.9%	.	-72.7*	-7.6%	.	.	35.5µM*

(listing goes on)
SMILES | TbPYK inhibitor | LmPK inhibitor | HCMV inh | AmpC detergent | AmpC no deterg | AMA1 RON2 block | Sm TGR inh
COc1cc(OC)cc(-n2c(=O)c3sccc3n(Cc3c(C)cc(C)cc3C)c2=O)c1 | 2.8% | . | -0.5 | 2.6% | . | . | -0.9%
COc1cccc(C(=O)CN2C(=O)C(C)(C)Oc3ccc(C(=O)N4CCOCC4)cc32)c1 | -2.5% | 0.0% | -21.0 | 0.1% | 67.7%[activator] | -10.2% | 2.0%
Cn1nc(CSc2ccccc2)c(C=O)c1Cl | -2.6% | -13.8% | -36.2 | 4.8% | -19.9% | 19.4% | 7.9%
Cc1[nH]c(C(=O)O)c(C)c1C(=O)OC(C)C | 0.0% | 0.2% | -25.3 | ? | -5.2% | 6.8% | ?
O=C(C1CC(=O)N(C2CCCC2)C1)N1CCC2(CC1)OCCO2 (stereo not given) | 10.1% | -0.6% | -9.3 | 5.3% | -17.3% | -0.2% | 4.8%
COc1ccc(C(=O)n2nnc3ccccc32)cc1Br | -3.8% | -11.2% | . | -1.3% | 1.0% | -4.0% | ?
CCc1nc2ccc(C(=O)Nc3cccc(OCC(=O)N(C)C)c3)cn2c1N(CCN(C)C)CC1CC1 | -5.9% | . | -8.9 | . | . | 12.8% | .
CCN(CC)S(=O)(=O)c1ccc(N=Cc2c(C)c(C#N)c(=O)n(C)c2O)cc1 | -7.1% | -0.4% | 48.9 | -4.3% | -21.8% | 8.3% | -8.2%
CCOc1ccc(N(CC(=O)O)S(=O)(=O)c2ccc(OC)c(OC)c2)cc1 | -1.2% | -4.0% | 6.0 | 0.9% | -6.5% | -6.4% | 8.7%
O=c1n(Cc2ccccc2Cl)c2sc3c(c2c2ncnn12)CCCC3 | -6.1% | 0.8% | -15.0 | ? | -9.3% | -7.4% | 7.1%
COc1ccc(N2CCN(CCC(N)=O)CC2)cc1 | -4.0% | 12.4% | ? | 1.8% | -14.0% | -6.4% | -18.1%
COCC(=O)OCC(=O)Nc1cc(C(C)(C)C)nn1-c1ccccc1 | 5.4% | 4.4% | ? | -8.9% | -9.6% | 0.0% | -7.7%
O=C1C2C3C=CC(C4CC34)C2C(=O)N1CCc1ccccc1 (stereo not given) | -7.4% | -0.3% | 63.7 | -5.6% | -13.4% | -3.9% | -1.8%
S=c1[nH]nc(CCc2ccccc2)n1-c1ccccc1 | ? | 3.55µM* | -17.4 | -6.8% | -14.7% | 32.6%[activator] | 2.9%
COc1ccc(OC)c(CCNc2nccn(-c3ccc(C)c(C)c3)c2=O)c1 | 1.6% | . | 20.8 | -6.2% | . | . | -5.2%
CCC1CSC(Nc2ccc(C(=O)/C=C/c3ccc(OC)c(OC)c3)cc2)=N1 (stereo not given) | 0.0% | 0.6% | -101.5* | -3.4% | -12.0% | 3.7% | 3.1%
CNC(=O)c1ccc(CNC(=O)OCC(F)(F)F)cc1 | -1.8% | 0.5% | 59.5 | 2.8% | -5.8% | -7.1% | 0.2%
O=C(Cc1ccccc1)Nc1ccc(N2CCN(Cc3ccccc3F)CC2)cc1 | 4.0% | -4.6% | -14.8 | 5.5% | -22.8% | -8.4% | 2.3%
COc1ccc(C(=O)NCCn2cc(SCC(=O)Nc3ccc4c(c3)OCCO4)c3ccccc32)cc1 | 10.2% | . | -13.2 | 8.8% | . | . | 6.1%
Brc1cccc(CSc2nnc(-c3ccncc3)o2)c1 | 0.6% | 1.9% | ? | ? | 0.9% | -10.0% | ?
COc1ccc(N2CCN(C(=O)[C@H](C)NC(=O)c3ccccc3Cl)CC2)cc1 | -2.0% | -1.4% | 29.0 | -7.9% | 13.4% | 23.1% | -8.4%
CCN(CC)CC(=O)Nc1sc(C)cc1C(=O)c1ccc(C)cc1 | 3.4% | -3.0% | 23.9 | -1.5% | -20.5% | 4.1% | 4.7%
COc1ccc(NC(=O)CSc2nc(-c3cccs3)cc(C(F)(F)F)c2C#N)cc1 | 1.0% | . | -0.8 | 5.9% | . | . | -2.0%
Cc1ccc(Nc2c(-c3ccc(N4CCOCC4)cc3)nc3ncccn23)cc1C | 4.1%&-3.6% | 1.9% | 7.4&37.0 | ? | -5.7% | 14.4% | 2.9%&-0.8%
CC(=O)N/C(=N\OCc1ccccc1Cl)c1nonc1NC(C)=O | -1.2% | 2.1% | 12.2 | -7.7% | -1.6% | 35.8%[activator] | -6.8%

High-throughput results: PubChem, National Center for Advancing Translational Sciences (NCATS)
